Mcl1 Noxa PPI – Mcl-1/Noxa interaction inhibition; Q07820; TR-FRET Mcl-1/Noxa peptide binding, 2 h; inhibition, % at 21.7 µM; 220,000 compounds, 1.5% hits; AID 1022;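 active = compounds that cut the protein-peptide binding signal by more than 50% relative to plate controls in a single-dose test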;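 note: His-tagged Mcl-1 with rhodamine Noxa BH3 peptide and terbium anti-His antibody; 0% = Mcl-1 plus Noxa peptide wells and 100% = peptide-only wells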
Rab7 wt modul – dog Rab7 wildtype GTP binding, inhibitors and activators. GST-Rab7 beads, fluorescent GTP binding, flow cytometry; actives lie on both sides; untreated = 100%, excess cold GTP = 0%. AID 758. GTP binding activity (percent of control), % at 10 µM. 190,000 compounds, 0.055% hits;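 active = fluorescent GTP binding to Rab7 beads changed by at least 20 points from the 100% baseline, either direction, mostly lower; inconclusive = compound itself probably fluorescent, or too few beads counted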;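 note: median green fluorescence of bound Bodipy-FL-GTP per Rab7 bead population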
Avidin bead fluor – compound fluoresces at 488/530 nm on avidin beads. compound fluorescence 488/530 nm, flow cytometry; stronger effect = higher value. fluorescence (KMESF) at 10 µM. 220,000 compounds, 0.38% hits. AID 1775; in the data active = fluorescence above about 47; note: inactives centre near 10
Rab2A wt mod – changes GTP binding to wildtype dog Rab2A, up or down | GST-Rab2 wt beads, Bodipy-GTP binding, flow cytometry | GTP binding activity, % at 10 µM | 190,000 compounds, 0.19% hits | AID 760;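 active = GTP binding activity at least 20 points away from 100%, either lowered or raised; inconclusive = signal likely due to the compound's own green fluorescence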;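 note: 0% = beads with excess unlabeled GTP and 100% = no-compound control corrected for plate trend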
Rac1 act GTP bind – human Rac1 activated mutant GTP binding change | P63000 | GST-Rac1 activated beads, fluorescent GTP binding, flow cytometry; actives lie on both sides; 100% means binding = to untreated wells | percent activity (GTP binding), % at 10 µM | 190,000 compounds, 0.11% hits;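 active = GTP binding at least 20 percentage points away from the 100% baseline, in either direction, so actives lie on both sides; inconclusive = Compound likely fluorescent itself, or too few beads counted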
Rac1 wt GTP bind – modulators of human Rac1 wildtype GTP binding. 190,000 compounds, 0.27% hits. GST-Rac1 beads, fluorescent GTP binding, flow cytometry; actives lie on both sides; 0 = cold GTP competed, 100 = untreated. GTP binding activity (% of control), % at 10 µM. P63000. AID 757;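 active = GTP binding activity at least 20 points away from the 100% control level, either lower or higher; inconclusive = compound flagged as likely green fluorescent, judged across all proteins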
Pf gametocyte – P. falciparum stage V gametocyte viability inhibition; AID 743093; inhibition, % at 10.9 µM; 150,000 compounds, 0.065% hits; P. falciparum stage V gametocytes, ATP luminescence, 24 h;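 active = inhibition above the mean plus 3 SD of compounds within the control limits, set per campaign, cut at about 38% in these data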;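 note: 0% = DMSO wells and 100% = medium only without gametocytes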
ABCG2 block – inhibitors of human ABCG2 transporter, ABCB1 counter-screen | inhibition, % at 6.6 µM | 190,000 compounds, 0.1% hits | AID 1325 | IgMXP3 cells, JC-1 efflux, flow cytometry | Q9UNQ0;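 active = inhibition above 80%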;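 note: 0% = DMSO and 100% = nicardipine control wells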
Target sequence (Q9UNQ0 whole entry, looked up): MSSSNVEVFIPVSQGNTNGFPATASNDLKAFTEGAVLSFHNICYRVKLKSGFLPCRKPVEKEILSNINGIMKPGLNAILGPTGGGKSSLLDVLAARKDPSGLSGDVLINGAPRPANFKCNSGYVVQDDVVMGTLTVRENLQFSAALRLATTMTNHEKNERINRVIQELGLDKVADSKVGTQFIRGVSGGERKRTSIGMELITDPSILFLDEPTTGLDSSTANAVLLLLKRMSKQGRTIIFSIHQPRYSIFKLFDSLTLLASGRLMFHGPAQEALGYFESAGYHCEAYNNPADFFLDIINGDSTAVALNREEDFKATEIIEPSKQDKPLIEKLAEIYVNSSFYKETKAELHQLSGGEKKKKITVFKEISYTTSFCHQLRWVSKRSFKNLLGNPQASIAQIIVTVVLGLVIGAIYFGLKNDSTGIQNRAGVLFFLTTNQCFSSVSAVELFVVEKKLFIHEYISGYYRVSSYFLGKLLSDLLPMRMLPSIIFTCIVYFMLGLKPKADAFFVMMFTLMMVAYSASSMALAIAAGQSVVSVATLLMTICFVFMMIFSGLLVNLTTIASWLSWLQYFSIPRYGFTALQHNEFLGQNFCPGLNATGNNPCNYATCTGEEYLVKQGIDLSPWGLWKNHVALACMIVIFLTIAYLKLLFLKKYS
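test system = two drug-resistant human cell lines, ABCG2 and ABCB1 | amount = 3 million cells/mL final, two lines in 1:1 ratio | reagent = JC-1 transporter substrate | doses = one concentration, 6.6 µM final | incubation = 10 min at 25 °C | signal = flow cytometric JC-1 green MFI at 530 nm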
Cdc42 wt GTP – changes GTP binding to wildtype human Cdc42; P60953; GST-Cdc42 beads, Bodipy-GTP binding, flow cytometry; actives lie on both sides; percent activity (GTP binding), % at 10 µM; 190,000 compounds, 0.2% hits; AID 761;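 active = percent activity GTP binding at least 20 points away from the 100% baseline, either down as inhibitor or up as activator; inconclusive = compound flagged as likely green fluorescent from well-wide comparison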;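 note: median bead fluorescence of bound Bodipy-FL-GTP at 100 nM; 0% = excess unlabeled GTP control and 100% = no compound control; below 100% means less GTP binding so inhibitor and above means activator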
Target sequence (P60953 whole entry, looked up): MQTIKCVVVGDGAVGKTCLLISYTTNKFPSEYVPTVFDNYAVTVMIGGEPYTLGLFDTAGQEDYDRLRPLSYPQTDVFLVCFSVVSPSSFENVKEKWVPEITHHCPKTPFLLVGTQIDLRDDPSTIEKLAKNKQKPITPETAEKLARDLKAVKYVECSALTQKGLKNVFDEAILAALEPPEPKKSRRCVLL
ABCB1 block – human ABCB1 inhibition, ABCG2 as counter-screen; AID 1326; P08183; inhibition, % at 6.6 µM; CCRF-Adr cells, JC-1 efflux, flow cytometry; 190,000 compounds, 0.067% hits; in the data active = inhibition above about 40%;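 note: 0% = vehicle and 100% = reference inhibitor; higher value means more JC-1 retained so stronger ABCB1 efflux block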
HRas wt GTP bind – human HRas wildtype GTP binding, change in either direction; GST-Ras wt beads, Bodipy-FL-GTP binding, flow cytometry; actives lie on both sides; GTP binding activity, % at 10 µM; 190,000 compounds, 0.14% hits; AID 759;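 active = GTP binding activity at least 20% away from the 100% baseline, either lowered as inhibitor or raised as activator; inconclusive = flagged as likely green fluorescent, judged across all proteins in the well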;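 note: 0% = unlabeled GTP competition control and 100% = no-compound control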
Target sequence (P01112 whole entry, looked up): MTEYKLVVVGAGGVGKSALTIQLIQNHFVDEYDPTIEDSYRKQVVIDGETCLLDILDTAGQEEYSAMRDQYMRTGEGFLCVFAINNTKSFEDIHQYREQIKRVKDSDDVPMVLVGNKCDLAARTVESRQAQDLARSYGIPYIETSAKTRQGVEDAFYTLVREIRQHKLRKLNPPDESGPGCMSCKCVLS
The depositor's hits bear a star; u = inconclusive; x = no result given.

SMILES | Mcl1 Noxa PPI | Rab7 wt modul | Avidin bead fluor | Rab2A wt mod | Rac1 act GTP bind | Rac1 wt GTP bind | Pf gametocyte | ABCG2 block | Cdc42 wt GTP | ABCB1 block | HRas wt GTP bind
CCCC[C@@H]1CNC(=S)N1CCCc1cc(OC)c(OC)c(OC)c1 | -7.2 | 105.0 | 4 | 98.0 | 96.0 | 98.0 | -14.8 | 3.0 | 95.0 | 1.0 | 97.0
COc1ccc(N/N=C(\C#N)C(=N)SCc2ccccc2)cc1 | 10.9 | 97.0 | 3 | 96.0 | 97.0 | 95.0 | -8.3 | 4.3 | 96.0 | -0.2 | 93.0
COc1cc(NC(=O)[C@@H](NC(=O)c2ccco2)C(C)C)c(OC)cc1NC(=O)c1ccccc1 | 10.9 | 102.0 | 12 | 99.0 | 99.0 | 94.0 | -27.9 | 9.9 | 95.0 | 1.9 | 99.0
CCN(CC)c1ccc(-n2c(C)c(C(C)=O)c(C(C)=O)c2C)cc1 | 7.8 | 100.0 | 19 | 103.0 | 100.0 | 104.0 | -10.9 | 33.1 | 100.0 | 2.8 | 102.0
O=C1c2cnc3ncnn3c2CC2c3ccccc3CCN12 (centres undefined) | 4.1 | 98.0 | 4 | 93.0 | 93.0 | 90.0 | -4.1 | -2.4 | 93.0 | -1.2 | 90.0
CCOC(=O)C1=C(Cn2cnc3ccccc32)NC(=O)NC1c1ccc(OC)cc1 (centres undefined) | -12.2 | 99.0 | 9 | 103.0 | 101.0 | 105.0 | x | 1.4 | 106.0 | 0.4 | 101.0
CCOC(=O)N=Nc1c(O)n(C)c2ccccc12 | 2.5 | 97.0 | 121* | 97.0 | 99.0 | 101.0 | -7.8 | 25.5 | 100.0 | 1.2 | 99.0
O=C(C1=C(O)C(=O)N(c2ncccn2)C1c1cccc(Cl)c1)c1ccco1 (centres undefined) | 63.5* | 96.0 | 24 | 96.0 | 95.0 | 98.0 | x | -0.9 | 98.0 | -0.1 | 96.0
COc1ccc(CCNC(=O)COC(=O)C23CC4CC(CC(C4)C2)C3)cc1 | -10.8 | 98.0 | 10 | 100.0 | 101.0 | 104.0 | 20.0 | -6.1 | 103.0 | -1.1 | 102.0
Nc1ccn(Cc2ccc(F)cc2)n1 | -29.0 | 89.0 | 8 | 94.0 | 94.0 | 93.0 | 5.5 | -0.8 | 92.0 | 0.1 | 90.0
CCOC(=O)CC1C(=O)NCCN1C(=O)c1cc2c(=O)n3ccccc3nc2s1 (centres undefined) | 0.8 | 98.0 | 8 | 97.0 | 99.0 | 105.0 | x | -0.2 | 95.0 | -0.1 | 99.0
COc1cc(/C=C2/C(=O)NN(c3cccc(C)c3)C2=O)ccc1OC(=O)c1ccco1 | 37.1 | 96.0 | 3 | 95.0 | 93.0 | 98.0 | x | -10.0 | 97.0 | -1.4 | 96.0
Cc1ccc(Cl)cc1NC(=O)COC(=O)c1ccc(N2CCCC2)c([N+](=O)[O-])c1 | 15.9 | 99.0 | 13 | 98.0 | 97.0 | 100.0 | 10.1 | 1.1 | 97.0 | 0.0 | 99.0
CNC(=O)c1c(Cl)cnn1-c1ccc(F)cc1 | -2.5 | 101.0 | 3 | 98.0 | 97.0 | 102.0 | x | 5.2 | 100.0 | 0.4 | 99.0
C=CCn1c(O)c(N=Nc2nc3ccccc3c(=O)n2-c2ccccc2)c2ccccc21 | -18.2 | 101.0 | 2 | 96.0 | 98.0 | 104.0 | x | 6.7 | 99.0 | 2.0 | 99.0
CCCNC(=O)CN(c1ccc(F)c(Cl)c1)S(C)(=O)=O | x | 93.0 | 13 | 91.0 | 91.0 | 88.0 | 16.0 | 1.1 | 95.0 | 0.4 | 92.0
N=c1sccn1CC(=O)Nc1ccc(S(=O)(=O)N2CCOCC2)cc1 | 0.7 | 99.0 | 28 | 100.0 | 97.0 | 98.0 | x | 2.1 | 98.0 | 0.3 | 98.0
CCCCCCOC(=O)Sc1nc2ccccc2o1 | 16.9 | 99.0 | 25 | 99.0 | 97.0 | 101.0 | 5.4 | 0.9 | 98.0 | 0.2 | 100.0
Cc1oc2nc(SCC(=O)NCc3cccnc3)nc(N)c2c1C | 10.9 | 101.0 | 10 | 100.0 | 97.0 | 103.0 | x | -0.2 | 104.0 | 0.2 | 100.0
CCOC(=O)c1c(NC(=O)CN2CCN(C(=O)c3ccco3)CC2)sc2c1CCCC2 | 10.8 | 100.0 | 7 | 97.0 | 99.0 | 104.0 | 9.7 | 9.9 | 101.0 | 3.1 | 100.0
O=[N+]([O-])c1c(NCCCO)cc(Sc2nc3ccccc3s2)c2nonc12 | 50.2 | 107.0 | 13 | 103.0 | 98.0 | 101.0 | x | 0.8 | 102.0 | 0.2 | 102.0
COC(=O)/C=C(\C)NC(=O)c1cccs1 | -26.4 | 99.0 | 35 | 100.0 | 99.0 | 106.0 | x | 1.9 | 102.0 | 0.5 | 100.0
O=C(O)CCSc1nnc(-c2ccccc2)n1-c1ccccc1 | 14.9 | 96.0 | 6 | 100.0 | 94.0 | 101.0 | 5.2 | 0.6 | 97.0 | 1.2 | 98.0
S=C(Nc1ccccc1)Nc1ccc(Cl)cc1Cl | -1.3 | 100.0 | 33 | 102.0 | 99.0 | 108.0 | x | -5.5 | 103.0 | 0.0 | 103.0
O=C1/C(=C/c2ccccn2)SC(=S)N1NS(=O)(=O)c1ccccc1 | -8.8 | 106.0 | 7 | 92.0 | 85.0 | 97.0 | x | 5.6 | 91.0 | -0.1 | 95.0
Cc1cc(C)n(-c2ccc(C(=O)OCC(=O)Nc3ccccc3[N+](=O)[O-])cc2)n1 | -10.5 | 95.0 | 13 | 99.0 | 100.0 | 104.0 | -34.0 | 15.8 | 98.0 | 0.7 | 99.0
O=C(Nc1nnc(-c2ccccn2)o1)c1cccc(Cl)c1 | -5.1 | 103.0 | 8 | 94.0 | 89.0 | 90.0 | -14.0 | -3.1 | 89.0 | -0.2 | 91.0
COc1ccc(S(=O)(=O)Cc2ccc(C(=O)N3CCN(Cc4ccccc4)CC3)o2)cc1 | 14.5 | 98.0 | 26 | 101.0 | 99.0 | 101.0 | x | 4.3 | 101.0 | 1.4 | 101.0
O=C(NCc1nnc2n1CCCCC2)c1ccc(Cl)cc1Cl | -0.6 | 101.0 | 12 | 102.0 | 97.0 | 107.0 | x | 6.7 | 103.0 | -1.3 | 101.0
O=C(CCC(=O)N1CCN(S(=O)(=O)c2ccccc2)CC1)NC1CCCc2ccccc21 (centres undefined) | 5.2 | u | 13 | u | u | u | 10.6 | 2.4 | u | 0.9 | u
Cc1c2cn[nH]c(=O)c2c(C)n1Cc1ccc(F)cc1 | -0.8 | 101.0 | 6 | 100.0 | 100.0 | 105.0 | x | 0.7 | 100.0 | 0.5 | 100.0
Cn1c(=O)n(C)c2cc(S(=O)(=O)NCCOCCO)ccc21 | 16.2 | 98.0 | 6 | 100.0 | 99.0 | 103.0 | x | -0.1 | 101.0 | 0.3 | 100.0
O=C(CCn1c(SCC(=O)NCc2ccco2)nc2ccccc2c1=O)NCCc1ccccc1 | 9.1 | 104.0 | 5 | 102.0 | 100.0 | 104.0 | -1.8 | x | 104.0 | x | 102.0
CCCN(CCC)S(=O)(=O)c1ccc(C(=O)Nc2cc3oc4ccccc4c3cc2OC)cc1 | -9.3 | 96.0 | 3 | 95.0 | 97.0 | 97.0 | -0.1 | -0.7 | 100.0 | -0.2 | 98.0
O=C1NCC2=C1C(c1ccc(Br)cc1)Nc1ccccc1N2 (centres undefined) | 12.5 | 99.0 | 6 | 105.0 | 100.0 | 102.0 | 2.8 | 2.2 | 106.0 | 0.5 | 104.0
COc1cccc(NC(=S)NCCN2CCOCC2)c1 | 4.8 | 100.0 | 16 | 103.0 | 104.0 | 108.0 | -28.3 | 0.5 | 104.0 | 0.3 | 102.0
COc1ccc(NC(=O)COC(=O)CCCOc2ccc(Cl)cc2Cl)cc1Cl | 12.7 | 99.0 | 2 | 99.0 | 95.0 | 99.0 | -8.5 | 2.0 | 98.0 | 0.3 | 101.0
COCC(C)OC(=O)C(C#N)c1nc2ccccc2nc1N1CCN(Cc2ccccc2)CC1 (centres undefined) | 8.6 | 102.0 | 24 | 100.0 | 101.0 | 108.0 | -17.9 | 0.0 | 103.0 | 0.0 | 103.0
Cn1c(CS(=O)Cc2c(Cl)cccc2Cl)nnc1SCc1ccc(Cl)cc1 (centres undefined) | -0.8 | 94.0 | 10 | 96.0 | 95.0 | 96.0 | x | 7.5 | 99.0 | 2.2 | 97.0
Nc1nc(-c2ccccc2)c(N=Nc2cccc3ccccc23)s1 | 13.1 | 94.0 | 13 | 95.0 | 92.0 | 94.0 | 4.7 | -0.1 | 95.0 | -0.1 | 96.0

Complete entries from above. Order of values: Mcl1 Noxa PPI | Rab7 wt modul | Avidin bead fluor | Rab2A wt mod | Rac1 act GTP bind | Rac1 wt GTP bind | Pf gametocyte | ABCG2 block | Cdc42 wt GTP | ABCB1 block | HRas wt GTP bind
COc1ccc(CCNC(=O)COC(=O)C23CC4CC(CC(C4)C2)C3)cc1 in the list: -10.8 | 98.0 | 10 | 100.0 | 101.0 | 104.0 | 20.0 | -6.1 | 103.0 | -1.1 | 102.0
O=C(O)CCSc1nnc(-c2ccccc2)n1-c1ccccc1 in the list: 14.9 | 96.0 | 6 | 100.0 | 94.0 | 101.0 | 5.2 | 0.6 | 97.0 | 1.2 | 98.0

Later entries.
SMILES | Mcl1 Noxa PPI | Rab7 wt modul | Avidin bead fluor | Rab2A wt mod | Rac1 act GTP bind | Rac1 wt GTP bind | Pf gametocyte | ABCG2 block | Cdc42 wt GTP | ABCB1 block | HRas wt GTP bind
COc1ccc(-c2nnc3ccc(SCC(=O)NCc4ccco4)nn23)cc1 | 5.8 | 104.0 | 10 | 105.0 | 103.0 | 107.0 | 17.5 | 7.1 | 108.0 | 0.2 | 106.0
O=C(c1c(F)cccc1F)N1CCN(c2cccc(C(F)(F)F)c2)CC1 | -0.9 | 103.0 | 10 | 100.0 | 98.0 | 103.0 | x | 7.3 | 98.0 | 1.0 | 102.0
CCCOc1c(Br)cc(C2C3=C(CCCC3=O)N(CC)C3=C2C(=O)CCC3)cc1OC | 33.2 | 93.0 | 12 | 94.0 | 98.0 | 102.0 | -6.7 | 5.0 | 98.0 | 2.9 | 98.0
COc1ccc(CC2(CO)CCN(Cc3ccc4c(c3)CCO4)CC2)cc1 | 4.6 | 98.0 | 5 | 96.0 | 101.0 | 104.0 | -7.8 | 1.9 | 98.0 | 1.8 | 99.0

Random draw from the library; 2.3% or so of the library scored in one or more.
